Assay outcomes from PubChem.
GAA glycogen = qHTS Assay for Inhibitors and Activators of Human alpha-Glucosidase Cleavage of Glycogen; Lysosomal alpha-glucosidase (Homo sapiens), P10253; recombinant GAA, glycogen substrate, Amplex Red glucose oxidase fluorescence; Potency, µM (top dose mostly 76.4 µM), without a hit: top-dose activity change, negative = inhibition, hits mostly inhibitors; hit rate 0.38% among 300,000; AID 2100, 2009;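 further: potency means the concentration at half of the fitted maximal effect; 0% = full enzyme reaction and -100% = no-enzyme basal signal; the screen sought inhibitors and activators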
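Recombinant human alpha-glucosidase (4 nM final) hydrolysed bovine liver glycogen (30 ug) for 40 min at 37 C in pH 5.0 citrate/phosphate with 0.01% Tween-20. Released glucose detected by glucose oxidase/Amplex Red, Ex 573/Em 610 nm. Compounds up to 77 uM; AC50 from Hill fits.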
HTT cytoprotect = qHTS Multiplex Assay to Identify Dual Action Probes in a Cell Model of Huntington: Cytoprotection (ATP); Potency, µM (highest dose often 56.4 µM), for inactives: cytoprotection (ATP increase), hits mostly activators; PC12 HTT-Q103 induced, cytoprotection, ATP luminescence, 40 h; AID 1471, 2008; hit rate 0.14% among 230,000;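 further: potency means the concentration at half of the fitted maximal effect; % of control where 0% means no effect; nearly all actives have a fitted effect of over 45% in size; toxic huntingtin expression switched on by the ecdysone agonist tebufenozide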
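Stable PC12 Q103-GFP cells in serum-supplemented, phenol red-free DMEM; induction by tebufenozide at 100 nM final; compound dose series; cell viability quantified luminescently from ATP.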
aGlu spleen mod = qHTS Assay for Inhibitors and Activators of Human alpha-Glucosidase From Spleen Homogenate | human spleen homogenate, 4-MU-alpha-glucoside fluorescence | Potency, µM (doses to about 79.9 µM), inactives show top-dose activity change, negative = inhibition, hits mostly inhibitors | hit rate 0.006% among 240,000 | AID 2112, 2009;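 further: potency means the concentration at half of the fitted maximal effect; 0% = enzyme with vehicle and -100% = no enzyme basal signal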
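Human spleen homogenate (1 ug) incubated with compounds and 1 mM 4-methylumbelliferyl-alpha-D-glucopyranoside in pH 5.0 citrate/phosphate buffer, 37 C, 40 min. Stopped at pH 10; 4-MU fluorescence (Ex 365/Em 440 nm); AC50 by Hill fit.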
HTT aggregate = qHTS Multiplex Assay to Identify Dual Action Probes in a Cell Model of Huntington: Aggregate Formation (GFP) | PC12 HttQ103-GFP aggregates, Acumen cytometry, 40 h | Potency, µM (titrated, usually from 46.1 µM), without a hit: at the top dose activity change, negative = inhibition, most hits filed as inhibitors | hit rate 1.1% among 220,000 | AID 1688, 2009; further: potency means the concentration at half of the fitted maximal effect; on the % scale 0 is the no-effect control and ±100 the full control effect; nearly all actives have a fitted effect of over 60% in size
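Steps: seed 1500 PC12 HTTQ103-GFP cells/well; add tebufenozide, 100 nM final; add compound titration; add ATPLite reagent; quantify GFP aggregates by laser scanning cytometry.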
Lamin A splicing = qHTS Assay for Modulators of Lamin A Splicing; hit rate 0.01% among 200,000; HeLa LMNA splicing GFP/RFP minigene ratio, 48 h; Potency, µM (titrated, usually from 46.1 µM), for the others: at the top dose ratio change, negative = inhibition, actives largely listed as inhibitors; active means well fitted inhibition curve with a large enough effect in the signal ratio, with a control signal flat, not every such curve was filed as active; inconclusive means small, poorly fitted or top-dose-only effect, or effect the other way, or a change in a side signal; the % refers to the signal ratio; further: potency means the concentration at half of the fitted maximal effect; on the % scale 0 is the no-effect control and ±100 the full control effect
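S3 HeLa cells stably expressing lamin A-EGFP splicing minigene plus DsRed2, 600 cells/well, 48 h compound exposure at 37C. Laser-scanning cytometry; analysed as GFP (500-530 nm)/RFP (575-640 nm) total intensity ratio; 0.5% DMSO vehicle.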
CBFb-RUNX1 inh = qHTS Assay for Compounds Blocking the Interaction Between CBF-beta and RUNX1 for the Treatment of Acute Myeloid Leukemia; AlphaScreen CBFb-His/RUNX1-biotin binding, biochemical; Potency, µM (doses to about 59.8 µM), for the others: top-dose activity, negative = inhibition, hits mostly inhibitors; 230,000 tested, under 10 active; further: % of control where 0% means no effect
Target sequence (Q01196 whole entry, looked up): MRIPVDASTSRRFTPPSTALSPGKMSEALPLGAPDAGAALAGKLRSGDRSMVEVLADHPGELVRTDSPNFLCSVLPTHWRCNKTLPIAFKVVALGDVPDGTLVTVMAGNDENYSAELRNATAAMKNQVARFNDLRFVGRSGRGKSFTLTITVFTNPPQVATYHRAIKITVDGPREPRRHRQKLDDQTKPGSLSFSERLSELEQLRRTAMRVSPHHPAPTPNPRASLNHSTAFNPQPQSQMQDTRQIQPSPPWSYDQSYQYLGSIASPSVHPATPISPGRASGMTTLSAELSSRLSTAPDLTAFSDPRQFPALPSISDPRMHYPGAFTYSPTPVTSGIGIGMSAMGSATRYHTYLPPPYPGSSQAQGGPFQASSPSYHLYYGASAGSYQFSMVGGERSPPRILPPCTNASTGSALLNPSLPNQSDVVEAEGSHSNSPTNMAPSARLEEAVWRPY
Target sequence (Q13951 whole entry, looked up): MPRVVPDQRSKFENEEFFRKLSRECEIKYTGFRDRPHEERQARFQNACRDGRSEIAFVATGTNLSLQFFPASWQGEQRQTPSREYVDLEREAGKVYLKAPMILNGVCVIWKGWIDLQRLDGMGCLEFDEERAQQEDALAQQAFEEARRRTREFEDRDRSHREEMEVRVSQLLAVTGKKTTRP
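CBFb-His/RUNX1-biotin, 30 nM each, preincubated 20 min RT; compound 15 min RT; Ni + streptavidin beads 50 ng each, 90 min RT; AlphaScreen read.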
GAA inh = qHTS Assay for Inhibitors of Human alpha-Glucosidase as a Potential Chaperone Treatment of Pompe Disease; Lysosomal alpha-glucosidase (Homo sapiens), P10253; hit rate 0.005% among 200,000; Potency, µM (doses to about 76.9 µM), for inactives: at the highest dose activity change, negative = inhibition, usual class: inhibitors; purified human GAA, 4-MU-alpha-glucoside fluorescence;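 further: potency means the concentration at half of the fitted maximal effect; plate controls were uninhibited enzyme wells for no effect and no-enzyme background for full effect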
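Compounds are titrated up to 77 uM against 4 nM human enzyme. Substrate 4-methylumbelliferyl-alpha-D-pyranoside (400 uM) reacts 20 min at room temperature in pH 5.0 buffer; liberated 4-methylumbelliferone is read at 440 nm.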
An asterisk follows results filed as active; ? = inconclusive; / = no result given; [ ] = another dose, or the depositor's remark. Unless noted, the call rests on the fitted dose curve; in most records, active means well fitted curve in the direction sought with a large enough effect; inconclusive means small, poorly fitted or top-dose-only effect, or another doubt; inactive means no such curve, though single readings can be large; an effect the other way counts as inactive or inconclusive.

Order of results: GAA glycogen | HTT aggregate | aGlu spleen mod | HTT cytoprotect | CBFb-RUNX1 inh | GAA inh | Lamin A splicing
Nc1c(S(=O)(=O)c2ccccc2)c2nc3ccccc3nc2n1/N=C/c1ccco1
 : -12% | 2% | -1% | -25% | -22% | 4% | ?
O=C1C2C(c3ccccc3)CC=CC2[C@H](c2ccoc2)N1Cc1ccccc1 (stereo partly drawn)
 : 3% | 44%[9.22 µM] | 1% | 2%[10 µM] | 8% | / | /
CC(C)c1ccccc1-n1c(-c2cccnc2)n[nH]c1=S
 : 2% | 1% | 1% | 16%[10 µM] | 0% | 12% | /
O=C(CSC1=Nc2ccccc2C2=NC(c3ccccc3)C(=O)N12)NCC1CCCO1 (stereo not drawn)
 : 11% | -4% | 3% | 4%[10 µM] | -3% | ? | -5%
Cc1cccc(C)c1NC(=O)N1C2CCC1CC(O)(c1cccnc1)C2 (stereo not drawn)
 : 6% | ? | 1% | -31%[inhibitor] | 7% | 0% | ?
COc1cccc(-n2c(=O)n(Cc3ccccc3)c(=O)c3[nH]cnc32)c1C
 : 4% | 3%[9.22 µM] | 5% | 9%[10 µM] | 5% | / | /
CCN(CC)c1ccc(NC(=O)C2CCCN(S(=O)(=O)c3cccnc3)C2)c(C)c1 (stereo not drawn)
 : ? | -5% | -2% | -24% | -5% | -8% | -12%
CC1(C)CC(=O)C(C(c2cccc([N+](=O)[O-])c2)C2C(=O)CC(C)(C)CC2=O)C(=O)C1
 : 3% | 6% | 0% | / | 1% | -4% | 7%
COCCNc1cc(NCCOC)c([N+](=O)[O-])cc1[N+](=O)[O-]
 : 12% | 32% | -2% | / | -4% | -11% | ?
CC(=O)c1cccc(NC(=O)CN(C)Cc2ccc(OC(F)F)cc2)c1
 : -9% | 13%[9.22 µM] | -8% | 4%[10 µM] | 4% | -12% | /
Cc1nc2ccc(NC(=O)C(F)(F)F)cc2o1
 : 1% | 8% | -14% | -5%[10 µM] | 9% | -13% | -3%
COCCn1c(COc2ccccc2)nnc1SCC(N)=O
 : 2% | -3% | 2% | -2%[10 µM] | -1% | 5% | 5%
O=C(c1cccc2ccccc12)N1CCN(CC2CC=CCC2)CC1 (stereo not drawn)
 : 0% | -6% | -2% | 4%[10 µM] | -5% | 12% | -18%
O=C(Nc1nc2ccc([N+](=O)[O-])cc2s1)c1ccncc1
 : 1% | 16%[9.22 µM] | 4% | -27%[10 µM] | 3% | / | /
Cc1oc(C(C)(C)C)cc1C(=O)NCc1ccc2c(c1)OCO2
 : 1% | 17%[9.22 µM] | -5% | 18%[10 µM] | 5% | -4% | 3%[46 µM]
Cc1cc(C)cc(NC(=O)CSc2nc(N)c(NC(=O)c3cccs3)c(=O)[nH]2)c1
 : -1% | -4% | -3% | / | 2%[2.36 µM] | 2% | ?
Cc1cccc(NC(=O)c2nc[nH]c2C(=O)NCC(=O)OC(C)(C)C)c1
 : -14% | -17%[9.22 µM] | 1% | -7%[10 µM] | 11% | / | /
CC(OC(=O)c1ccco1)C(=O)NC1CCCCC1 (stereo not drawn)
 : -18% | 11%[9.22 µM] | -1% | -2% | 7% | -5% | -5%
O=C1CCC(=O)N1c1ccc(NC2CCN(Cc3ccccc3)CC2)c([N+](=O)[O-])c1
 : 9% | 31% | -1% | -40%[inhibitor] | 10% | -3% | ?
Cc1cn(CCC(=O)Nc2ccc(N3CCOCC3)cc2)c2ccccc12
 : -5% | 23%[9.22 µM] | -12% | 13%[10 µM] | -11% | ? | /
N#C/C(=N\Nc1ccc(S(=O)(=O)N2CCc3ccccc32)cc1)C(N)=S
 : ? | ? | -10% | / | ? | -6% | ?
CC(C)NC(=O)CC(=O)N/N=C/c1ccccc1F
 : ? | -6% | -1% | -21% | 2% | -1% | -4%
COc1ccc(CNC(=O)Cn2nc(-c3ccc4c(c3)OCCO4)ccc2=O)cc1
 : 4% | 12% | -5% | -20%[10 µM] | -1% | 3% | 5%
O=C(O)c1ccc(/C=N/Nc2cccc(C(F)(F)F)c2)cc1
 : -9% | ? | -6% | -65%[inhibitor] | -10% | 0% | -22%[46 µM]
C/C(=N\NC(=O)CN1CCN(Cc2ccc(C)cc2)CC1)c1ccncc1
 : 3% | -7% | -1% | 14%[10 µM] | 3% | 1% | -3%
COc1ccc(CNc2ccc3cn[nH]c3c2)c(OC)c1OC
 : 24% | ? | 1% | 7% | -5% | -8% | 16%
CN(C(=O)c1ccc2c(c1)CCO2)C(C)(C)C
 : 1% | -15%[9.22 µM] | -1% | -5%[10 µM] | 10% | / | /
Oc1ccc(/C=N/Nc2nc(-c3ccccc3F)nc3ccccc23)c(O)c1
 : ? | -34%[9.22 µM] | -7% | -59%[inhibitor][10 µM] | -22% | / | /
COc1ccc(N=C2SCC(c3ccccc3)=NN2C)cc1
 : 3% | -15%[9.22 µM] | -2% | -16%[10 µM] | -1% | 0% | /
CCCNC(=O)c1[nH]c(C)c(C(C)=O)c1C
 : 3% | 15% | -4% | -19% | 3% | -2% | 15%
Cc1ccc(-c2nc3ccccc3nc2NN)cc1
 : 26% | -6%[9.22 µM] | 4% | -13%[10 µM] | 10% | 14% | /
S=C1NC2(CCCCC2)N=C1c1ccccc1
 : 1% | 13% | 10% | 19%[10 µM] | -7% | -11% | -10%
C/C(=N\N1CCN(C)CC1)c1ccc(Cl)c(Cl)c1
 : 28µM* | 9% | 2% | 1%[10 µM] | -5% | 4% | /
CCCc1cc(=O)oc2cc(OCc3nn[nH]n3)ccc12
 : 3% | 16% | -1% | 11% | 1% | 6% | -11%
COc1ccc(C)cc1NC(=O)c1ccccc1NS(=O)(=O)c1ccc(Cl)s1
 : 8% | 4.5µM* | 6% | -71%[inhibitor] | 1% | 7% | -5%[46 µM]
CCOC(=O)c1ccc(NC(=O)NCCc2ccccc2OC)cc1
 : 3% | 12%[9.22 µM] | 0% | -9%[10 µM] | -2% | 4% | /
COc1ccc(CCNC(=O)CCCOc2cccc(C)c2C)cc1OC
 : -11% | -14%[9.22 µM] | 1% | 27%[10 µM] | 9% | / | /
Cc1ccccc1OCc1n[nH]c(=S)n1-c1ccccc1
 : -7% | / | 0% | / | -4% | ? | 7%[46 µM]
O=C(NCCCn1ccnc1)c1cc(-c2cccc(O)c2)on1
 : 3% | -3%[9.22 µM] | 3% | 7%[10 µM] | 3% | / | /
COc1nc(-c2ccccc2)ccc1-c1noc(-c2ccccc2F)n1
 : -3% | 26% | -9% | -13%[0.074 µM] | 3% | -12% | -2%
CN(C(=O)CCc1nc2ccccc2s1)c1ccccc1
 : 4% | 5% | -2% | 2%[10 µM] | 7% | ? | -4%
COc1ccc(O)c(C(=O)c2cnn(C(=O)c3cc(C)oc3C)c2)c1
 : 4% | -4% | -12% | -12% | 5% | -1% | 6%
COc1ccccc1OCc1nc2ccccc2s1
 : -5% | -17% | -3% | -56%[inhibitor] | 12% | 6% | 0%
O=C1CN(S(=O)(=O)c2ccc(Cl)cc2)CC(=O)N1CCc1ccccc1
 : -15% | 0% | -4% | 5% | 3% | -17% | 4%
O=C(NCC1CCS(=O)(=O)C1)Oc1ccccc1 (stereo not drawn)
 : -1% | 3% | -4% | -7%[10 µM] | 4% | 1% | 4%
COc1cc(C)ccc1S(=O)(=O)N1CCN(C23CC4CC(CC(C4)C2)C3)CC1
 : -9% | -14% | -14% | -10% | 3% | -7% | 18%
S=c1[nH]nc(-c2ccco2)n1/N=C/C(Cl)=C/c1ccccc1
 : ? | 27%[9.22 µM] | 1% | 20%[10 µM] | -13% | ? | /
CCOC(=O)Nc1ccc(NS(=O)(=O)c2ccc(C)cc2)cc1
 : -2% | -3% | -3% | 12%[10 µM] | 8% | -1% | ?
Cc1c(C(=O)OCC(=O)NCC2CCCO2)cccc1[N+](=O)[O-] (stereo not drawn)
 : 3% | 13% | -11% | 3% | -5% | 8% | -14%[46 µM]
Cn1ncc(N=Cc2ccc([N+](=O)[O-])cc2)c1C(=O)N1CCOCC1
 : 1% | -2% | -5% | -8% | 4% | 4% | 6%
Cc1cc(C)nc(Nc2ncn[nH]2)n1
 : 8% | 0% | -4% | -14% | -5% | 7% | /
Cc1ccc(CN2C(=O)CSC2c2cccnc2)cc1 (stereo not drawn)
 : 2% | 16%[9.22 µM] | 1% | 4%[10 µM] | 0% | 2% | /
CCOC(=O)/C=C(\C)N1N=C(c2ccccc2)CC1c1ccccc1 (stereo not drawn)
 : 12% | -2% | / | -43%[inhibitor] | 7% | -2% | -11%[46 µM]
CCOC(=O)C1(CC2CC2)CCN(C(=O)c2cc(OC)nc3ccccc23)CC1
 : 8% | -13%[9.22 µM] | 1% | -6%[10 µM] | 6% | 8% | 7%[46 µM]
Cc1cccc[n+]1CCCCCCCCCC[n+]1ccccc1C
 : 21% | -1%[9.22 µM] | -2% | 7%[10 µM] | -1% | 10% | -8%[46 µM]
CC(C)OCCCNC(=O)C1CCC(=O)N1C1CCCC1 (stereo not drawn)
 : 3% | 0% | -2% | -5% | 0% | -2% | 5%
Cc1ccc(S(=O)(=O)NNC(=O)c2cnn(-c3ccccc3)c2-n2cccc2)cc1
 : ? | 13% | -1% | -23% | -7% | -20% | 0%
COc1ccc(C2C(C(=O)N3CCC(C)CC3)c3ccccc3C(=O)N2C)cc1 (stereo not drawn)
 : 5% | -13% | 8% | 4%[10 µM] | -4% | -11% | -13%

Some of the entries so far, as comma-separated lines.
mol,GAA glycogen,HTT aggregate,aGlu spleen mod,HTT cytoprotect,CBFb-RUNX1 inh,GAA inh,Lamin A splicing
COc1ccc(C2C(C(=O)N3CCC(C)CC3)c3ccccc3C(=O)N2C)cc1 (stereo not drawn),5%,-13%,8%,4%[10 µM],-4%,-11%,-13%
CN(C(=O)CCc1nc2ccccc2s1)c1ccccc1,4%,5%,-2%,2%[10 µM],7%,?,-4%
